Compound activity: PubChem BioAssay, several laboratories
Yfh1-off respiration – enhancers of respiration in Yfh1-depleted yeast, dose response, Friedreich's ataxia, plus single-dose screen (AID 1465); fold induction at 50 µM; hits with a dose series show EC50 in µM; S. cerevisiae Yfh1-off respiration, WST-1 reduction, 72 h; higher fold induction means a stronger effect; actives 0.074% (n = 220,000);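 active = fold induction of absorbance versus untreated yeast above a set limit, then at least 30% activation at any dose in follow-up; inconclusive = repeats straddling the limit, or above it without dose testing; inactive = fold induction below the set limit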;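 also: activators that raise dye reduction in frataxin-depleted yeast; strong numbers were not always called active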
M17LAP inhibition – P. falciparum M17LAP inhibitors, primary screen, biochemical, fluorogenic H-Leu-NHMec substrate, 1536-well (AID 1619); recombinant M17LAP, H-Leu-NHMec fluorogenic kinetic assay; higher % means a stronger effect; inhibition, % at 30 µM; hits with a dose series show IC50 in µM; actives 0.38% (n = 220,000);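 active = compound inhibiting the enzyme by more than half at any dose during confirmatory dose-response retesting; inconclusive = strong single-dose inhibitors picked by rank but not retested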;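 also: plate controls were full reaction with DMSO carrier for no effect and no enzyme background for full effect; strong numbers were not always called active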
HEK293 NOD2/NF-kB – NOD2 signaling inhibitors, cell-based, luminescence, uHTS, HEK293 (AID 1566); actives 0.63% (n = 290,000); inhibition, % at 4 µM; hits with a dose series show EC50 in µM; HEK293 NOD2/NF-kB luciferase reporter, luminescence; higher % means a stronger effect; in the data active = inhibition above about 50%; also: many of its hits are not listed in these tables
MT stabilize HCS – microtubule stabilization, imaging screen | % tubulin-high responders, % at 10 µM | HeLa tubulin immunostaining HCS, 24 h; share of cells brighter than vehicle mean+2SD | actives 0.83% (n = 200,000);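 active = plate Z-score above 3 for both tubulin-high and condensed-nucleus cell shares, with cell loss under 80%, at 10 µM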;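 also: anti alpha tubulin signal scored within the nucleus-defined area of each cell; some results filed as inactive read as strong as hits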
Ins promoter up – MIN6 insulin promoter up-regulation; MIN6 insulin promoter-GFP reporter, high-content imaging; active compounds read high; z-score at 5 µM; actives 0.3% (n = 190,000); AID 1625;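 active = z-score above 3 at 5 µM with at least 500 cells counted in the well; inconclusive = wells under 500 cells, flagged as cytotoxic or low count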
NOD1 inhibition – NOD1 signaling inhibitors, primary screen, cell-based, luminescence, uHTS (AID 1578); NOD1-driven NF-kB luciferase reporter cells, luminescence; higher % means a stronger effect; inhibition, % at 4 µM; hits with a dose series show EC50 in µM; actives 1% (n = 290,000); in the data active = inhibition mostly above about 36%, no sharp cut-off; inactive = mostly below about 34%;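 also: HEK-293T reporter cells stimulated with the NOD1 agonist gamma-tri-DAP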
bCat nuc transl – beta-catenin nuclear translocation modulation | HeLa beta-catenin nuclear translocation, immunofluorescence imaging | nuclear translocation activity, % at 5 µM | actives 0.3% (n = 190,000);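 active = nuclear translocation activity above 50% at 5 µM, with a well cell count of 50 or more; inconclusive = wells under 50 cells across six images, flagged as toxic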;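 also: per-cell ratio of nuclear to cytoplasmic median beta-catenin stain intensity; plate controls were DMSO negative control for no effect and GSK-3 inhibitor IX positive control for full effect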
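System: HeLa cells, endogenous beta-catenin; compound dosing: 5 µM primary single dose, 0.1% DMSO, 0.02–20 µM confirmation series; incubation: 24 h compound exposure at 37°C, 5% CO2; signal: beta-catenin immunofluorescence imaging with DAPI; evaluation: % activation, nuclear-to-cytoplasmic median beta-catenin signal ratio per cell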
Dynein transport – dynein cargo transport inhibition. 3617.4 mouse cells, GR-EGFP nuclear translocation imaging; test concentration mostly 20 µM; stimulated with dexamethasone, 1 µM; active compounds read low. actives 0.47% (n = 220,000). z-score, hits read low;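 active = plate z-score of nuclear minus cytoplasmic receptor signal below a set negative limit, without overly bright fluorescence or cell loss, cut at about -3.5 in these data, passing the limit was not always enough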;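 also: z-score of nuclear minus cytoplasmic ring GR-EGFP intensity difference per well; some compounds called inactive have numbers as strong as hits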
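Buffer or medium: tet-free, stripped-serum medium; Also added: dexamethasone, 1.0 µM final; Technique: high-content fluorescence imaging after fixation; Times: 48 h induction, 1 h compound, 30 min dex at 37 °C; Read-out: per-cell GR-EGFP intensity, nucleus versus surrounding cytoplasmic ring, well-averaged.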
Autophagy HCS – modulators of autophagy | MEF GFP-LC3 puncta imaging; test concentration mostly 10 µM | calls only at 10 µM (by protocol) | actives 0.98% (n = 190,000) | AID 463193;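 active = percentage of spot-positive cells more than 3 SD above its plate mean, without a fluorescence outlier flag or 80% toxicity; inconclusive = no clear call, values can overlap the other calls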;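 also: spot-positive cell cutoff set from DMSO-treated cells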
Dynein transport cytoplasmic EGFP – recorded beside Dynein transport, whose call it bears; z-score; measured here: cytoplasmic GR-EGFP intensity; active compounds read high
Dynein transport nuclear GR-EGFP – second read-out of Dynein transport, no call of its own (marks repeat the call); z-score; measured here: nuclear GR-EGFP intensity;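 lower value marks the stronger effect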
Dynein transport cell count – recorded beside Dynein transport, whose call it bears; z-score; measured here: cell count per field
Ins promoter up cell count – recorded beside Ins promoter up, whose call it bears; cell count; measured here: cytotoxicity, nuclei count;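 total cells summed across four imaged fields per well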
bCat nuc transl cell count 5 µM – recorded beside bCat nuc transl, whose call it bears; cell count; measured here: cell count, cytotoxicity flag
MT stabilize HCS Hoechst-high % – also measured in MT stabilize HCS; calls as there; % Hoechst-high responders; measured here: nuclear condensation Hoechst responders;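 share of cells brighter than vehicle mean plus two SD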
MT stabilize HCS cytotoxicity % – also measured in MT stabilize HCS; calls as there; toxicity, %; measured here: cytotoxicity by cell density;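 0% = mean cell density of plate MIN control wells and 100% = no cells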
Autophagy HCS cell loss 18 h – further read-out of Autophagy HCS, marked with its call; toxicity, %; measured here: cell loss, nuclei count;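 cell loss after 18 h compound exposure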
* hit, by the source's call; i = inactive; u = inconclusive; x = not tested or not shown.

SMILES	Yfh1-off respiration	M17LAP inhibition	HEK293 NOD2/NF-kB	MT stabilize HCS	MT stabilize HCS Hoechst-high %	MT stabilize HCS cytotoxicity %	Ins promoter up	Ins promoter up cell count	NOD1 inhibition	bCat nuc transl	bCat nuc transl cell count 5 µM	Dynein transport	Dynein transport cytoplasmic EGFP	Dynein transport nuclear GR-EGFP	Dynein transport cell count	Autophagy HCS	Autophagy HCS cell loss 18 h
Cc1cc(C)cc(SCc2noc(C(=O)NCC3CCCO3)c2C(=O)O)c1 (stereo not given)	i	17%	14%	2.7	1.7	3.3	-0.13	1526	6%	-1.0	1397	-0.028	-0.22	-0.7	-0.64	i	0
NC(=O)COc1c(-c2ccco2)oc2ccccc2c1=O	i	1%	3%	3.5	1.6	6.6	0.46	1239	-52%	7.0	1047	-0.92	-0.016	-0.44	0.54	i	6
O=C(O)c1ccc(-n2nnnc2SCc2ccccc2)cc1	i	16%	-16%	2.1	1.1	7.4	0.34	658	2%	1.8	1092	0.52	0.17	0.37	-0.041	i	-2
CNC(=O)c1csc(-c2ccncc2)n1	i	-2%	-3%	1.1	1.8	8.3	0.1	2002	-13%	-0.5	1075	0.3	-0.27	0.39	-0.29	i	-7
COc1ccc(C2NC(=O)C(C#N)=C(S)N2c2ccc(C)cc2)cc1OC (stereo not given)	i	1%	6%	2.7	2.3	8.5	x	x	-27%	-4.7	996	-0.3	-0.19	-0.38	1.2	i	0
CCSC1=C(C#N)C(c2ccc(OC)c(OC)c2)CC(=O)N1 (stereo not given)	i	-3%	7%	1.9	2.0	10	-0.42	839	-8%	-1.2	1059	0.88	-0.22	0.62	-0.0029	i	1
C=CCc1ccccc1OCC(O)CNC(C)C (stereo not given)	i	5%	15%	4.2	2.3	9.5	x	x	-4%	x	x	-0.5	-0.14	0.27	0.74	i	-31
CCCCCCOc1ccc(-c2ccc(C#N)cn2)cc1	i	-8%	1%	1.8	2.1	11	0.2	1749	-18%	-0.4	1097	2.5	-0.18	0.87	-2.1	i	-29
Cc1cc2nc(SCC(=O)Nc3ccccc3C(=O)O)[nH]c2cc1C	i	54%	-23%	2.7	3.0	4.3	1.1	1571	-70%	-4.8	1081	1	-0.26	0.45	0.058	i	-8
COc1ccccc1N1CCN(C(=O)c2ccc3[nH]c4c(c3c2)CCCC4)CC1	i	0%	17%	1.6	1.6	4.9	0.73	1451	-26%	0.5	1111	-1.4	-0.0031	-0.45	0.29	i	-1
O=C1CSC2(N1)C1CC3CC(C1)CC2C3 (stereo not given)	i	-8%	4%	x	x	x	0.53	1153	-4%	-0.8	1408	-1.3	-0.089	-0.63	1.2	x	x
O=C(N/N=C/c1ccncc1)NC12CC3CC(CC(C3)C1)C2	i	-4%	2%	x	x	x	-2.1	819	-4%	-5.6	1099	0.96	-0.18	1.2	-0.59	x	x
CCOC(=O)Cc1cnc(N)s1	i	-10%	11%	1.4	4.5	6.8	-0.37	1139	-15%	-1.0	1087	-0.63	-0.33	-0.3	0.14	i	2
CC(=O)OCCCN1c2ccccc2Nc2nnc(-c3ccccc3)cc21	i	-1%	-82%	3.0	2.6	9.5	-0.15	1373	x	1.2	1407	-0.75	-0.18	-0.26	0.9	i	-7
CCc1ccc(NC(=O)CSC2=C(C#N)C(c3ccco3)C3=C(CCCC3=O)N2)cc1 (stereo not given)	i	4%	12%	5.1	3.6	9.5	1	1266	-33%	-6.2	1038	-0.85	-0.23	-0.76	0.66	i	8
O=C1CN(C(=O)CSc2nc(-c3ccccc3)cs2)c2ccccc2N1	i	-2%	22%	1.8	1.3	1.1	0.49	1387	43%	-6.0	538	-0.57	-0.21	-0.12	0.28	i	-4
CCC(=O)N1CCN(c2ccc(NC(=O)c3cc4ccccc4o3)cc2)CC1	i	23%	-1%	2.6	1.1	3.0	-0.94	1219	-11%	-1.4	567	1.7	-0.1	0.86	-1.5	i	0
COc1cc(C)c(Cl)cc1S(=O)(=O)n1cnc(C)c1	i	-5%	14%	1.5	1.0	6.7	0.12	861	0%	x	x	0.31	-0.42	0.28	0.23	i	-16
COc1ccccc1N1CCN(C(=O)c2ccc(S(=O)(=O)N3CCCC3)cc2)CC1	i	9%	11%	2.4	1.8	5.0	-0.76	1260	-6%	-0.3	1172	-0.79	-0.11	-0.4	0.79	i	-12
Clc1ccc(Cc2nc(-c3ccncc3)no2)cc1	i	x	-1%	2.9	2.0	12	0.21	1522	-3%	-1.8	993	0.72	-0.12	0.95	-0.52	i	-2

Two compounds from above, limited to Dynein transport cell count, NOD1 inhibition and MT stabilize HCS Hoechst-high %:
smiles,Dynein transport cell count,NOD1 inhibition,MT stabilize HCS Hoechst-high %
O=C(N/N=C/c1ccncc1)NC12CC3CC(CC(C3)C1)C2,-0.59,-4%,x
CCOC(=O)Cc1cnc(N)s1,0.14,-15%,4.5

Following part.
SMILES	Yfh1-off respiration	M17LAP inhibition	HEK293 NOD2/NF-kB	MT stabilize HCS	MT stabilize HCS Hoechst-high %	MT stabilize HCS cytotoxicity %	Ins promoter up	Ins promoter up cell count	NOD1 inhibition	bCat nuc transl	bCat nuc transl cell count 5 µM	Dynein transport	Dynein transport cytoplasmic EGFP	Dynein transport nuclear GR-EGFP	Dynein transport cell count	Autophagy HCS	Autophagy HCS cell loss 18 h
CCC(CC)NC(=O)Nc1ccccc1C(F)(F)F	i	0%	11%	x	x	x	-0.59	1148	8%	0.8	1365	0.19	-0.21	-0.021	-0.38	x	x
COc1cc(C(=O)Oc2cccc(Nc3ncnc4ccccc34)c2)cc(OC)c1OC	i	-15%	-98%	2.8	1.1	2.8	u	x	43%	3.5	1355	0.68	-0.21	0.69	1.1	i	9
CCC1(CC)NC(=O)N(CC(=O)Nc2sc3c(c2C(N)=O)CCC3)C1=O	i	4%	3%	4.2	0.5	2.2	0.45	1259	-22%	-4.6	1200	1.4	-0.31	1.1	-0.52	i	-2
CNC(=S)N(Cc1ccco1)Cc1cc2cc3c(cc2[nH]c1=O)OCCO3	i	4%	11%	7.4	2.1	4.0	0.06	1485	-19%	-1.7	1157	0.058	-0.27	0.49	0.53	i	6
CN1CCCN(C(=O)C2CCCCC2)CC1	i	4%	7%	5.4	1.6	8.8	0.03	1516	-10%	-0.3	1529	0.35	0.1	0.22	0.12	i	33
Cc1cc(NS(=O)(=O)c2ccc(NC(=O)NC(C)(C(F)(F)F)C(F)(F)F)cc2)no1	i	8%	-7%	1.7	1.3	9.2	-0.27	928	-16%	-4.0	1198	0.55	-0.25	0.36	-1.1	i	-1
CCC(C)(C)NC(=O)C(c1cccnc1)N(C(=O)c1csnn1)c1ccc(C)cc1 (stereo not given)	i	-1%	21%	2.1	1.4	4.4	0.38	1352	-5%	0.5	1501	-0.51	0.49	-0.16	0.63	i	6
CCOC(=O)c1cc2c(ccn2C)n1CC(=O)Nc1ccc(F)cc1	i	x	6%	1.0	1.2	3.0	-0.07	1492	5%	-0.5	1008	0.65	-0.28	0.67	-0.27	i	-13
O=C(Cn1cc(C(=O)c2cccs2)c2ccccc21)NC1CCCCC1	i	-4%	3%	1.6	0.9	5.3	x	x	-18%	1.3	964	-0.46	-0.1	0.098	-0.41	i	-11
CC(C)c1nnc(NC(=O)CCS(=O)(=O)c2nc(-c3cccs3)cc(C(F)(F)F)n2)s1	i	-6%	36%	7.4	3.4	12	-0.29	1176	68%	x	x	-1.4	0.33	-0.41	-1.1	i	-3
COc1ccc(C2(O)CCN(C(=O)NC3CCCCC3)CC2)cc1	i	-6%	-20%	5.5	1.7	6.8	-0.06	1027	-14%	-3.8	1018	0.014	-0.14	0.36	-1.4	i	-5
CS(=O)(=O)N(CC(=O)Nc1ccc(Cl)c(Cl)c1)C1CCCCC1	i	-7%	13%	7.4	4.1	3.3	0.46	796	22%	x	x	-0.45	-0.24	-0.0098	-0.016	i	3
Cc1nc(N2CCOCC2)nc(OCCN(C)C)c1[N+](=O)[O-]	i	28%	-1%	2.0	4.0	8.6	0.26	1322	-6%	-0.6	982	1.4	-0.26	1	-1.1	i	-10
CC1(C)OC(=O)C(=CNc2ccccn2)C(=O)O1	i	15%	1%	x	x	x	x	x	-7%	-0.5	1189	1.1	-0.093	0.41	-0.91	x	x
Cc1cccc(C)c1NC(=S)N(CCN(C)C)C(C)c1cccnc1 (stereo not given)	i	3%	-4%	2.8	1.8	4.1	x	x	41%	-1.7	1074	2.8	-0.2	1.3	-1	i	-29
COc1ccc(-c2cn3cccnc3n2)cc1NC(=O)C1CCCC1	i	-20%	14%	2.7	1.9	9.7	-0.47	1352	-40%	-2.7	961	-0.56	-0.35	-0.38	0.02	i	-7
CCOC(=O)CC1C(=O)NCCN1S(=O)(=O)c1cc(Cl)c(Cl)cc1Cl (stereo not given)	i	-6%	17%	1.4	1.4	5.7	0.14	1609	-5%	0.7	1346	-0.22	-0.23	-0.26	0.57	i	-3
CCOC(=O)NNC(=O)CCn1c2c(c3ccccc31)CCCC2	i	3%	44%	x	x	x	0.13	1415	55%*	-2.1	1103	-0.23	-0.31	-0.14	0.85	x	x
CCCn1c(N)c(C(=O)COc2ccc(Br)cc2F)c(=O)n(C)c1=O	i	2%	24%	2.4	2.6	6.4	0.14	1083	40%	-0.2	1048	-0.26	-0.33	0.11	0.25	i	0

Some of the compounds tested; rates above refer to the full screens.
